TrxR1 substrate: substrates of rat thioredoxin reductase 1; O89049; purified TrxR1 substrate turnover, NADPH consumption readout; Potency, µM (series often up to 114 µM), without a hit: top-dose activity change, negative = substrate turnover; 0.01% of 390,000 active; AID 588456; also: potency is read from the fitted curve at half-maximal effect; % is scaled to controls: 0 for no effect and ±100 for the full control effect; nearly all actives have a fitted effect of over 50% in size
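Rat TrxR1, dispensed at 90 nM, was prereduced with 400 uM NADPH (final) for 5 min at ~22 deg C, then incubated with compound 15 min before 400 uM selenite. A first-read NADPH fluorescence drop versus no-compound background flagged substrates.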
TRHR agonist: agonists of human TRH receptor | P34981 | TRHR cells, calcium flux fluo-8, FDSS agonist mode | activation, % at 2 µM | 0.18% of 360,000 active; in the data active = activation above about 30%; also: 0% is about no effect
Target sequence (P34981 whole entry, looked up): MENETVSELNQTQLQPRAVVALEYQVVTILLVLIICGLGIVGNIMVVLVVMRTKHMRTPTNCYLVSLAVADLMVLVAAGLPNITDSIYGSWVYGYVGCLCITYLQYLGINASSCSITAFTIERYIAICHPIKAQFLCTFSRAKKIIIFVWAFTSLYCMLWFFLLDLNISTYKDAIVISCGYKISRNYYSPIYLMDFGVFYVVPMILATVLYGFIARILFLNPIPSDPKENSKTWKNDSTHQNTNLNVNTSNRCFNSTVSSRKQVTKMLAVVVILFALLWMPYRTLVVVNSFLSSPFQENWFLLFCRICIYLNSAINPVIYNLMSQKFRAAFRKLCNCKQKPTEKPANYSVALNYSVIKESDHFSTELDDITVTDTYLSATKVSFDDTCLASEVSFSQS
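TRHR-expressing cells loaded with fluo-8 calcium dye; 23 nL library compound pin-transferred, kinetic FDSS fluorescence (Ex 480/Em 530) recorded about 180 s for agonist-induced calcium release, before a 10 nM TRH EC20 addition for potentiator mode.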
Pin1 inhibitor: inhibitors of human Pin1. Q13526. Pin1 FP peptide displacement, HiFluor488, 10 min. Potency, µM (top dose mostly 115 µM), inactives show at the top dose activity, negative = inhibition, usual class: inhibitors. 0.009% of 390,000 active; active = well fitted inhibition curve with a large enough effect in the polarisation, with a control signal flat, not every such curve was filed as active; inconclusive = small, poorly fitted or top-dose-only effect, or effect the other way, or a change in a side signal; inactive = no such curve, though single readings can be large or run the other way; the % refers to the polarisation; also: potency is read from the fitted curve at half-maximal effect; % is scaled to controls: 0 for no effect and ±100 for the full control effect
Target sequence (Q13526 whole entry, looked up): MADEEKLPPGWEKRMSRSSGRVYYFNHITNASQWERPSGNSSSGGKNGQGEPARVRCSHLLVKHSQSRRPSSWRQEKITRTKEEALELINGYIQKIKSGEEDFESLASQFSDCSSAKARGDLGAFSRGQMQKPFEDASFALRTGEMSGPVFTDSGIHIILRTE
mIDH1 inhibitor: inhibitors of human mutant IDH1 R132H. 0.093% of 390,000 active. Potency, µM (doses to about 76.6 µM), inactives show at the highest dose activity change, negative = inhibition, actives largely listed as inhibitors. IDH1-R132H enzyme, NADPH consumption, diaphorase/resazurin fluorescence. O75874. AID 602179; also: potency is read from the fitted curve at half-maximal effect; % is scaled to controls: 0 for no effect and ±100 for the full control effect; nearly all actives have a fitted effect of over 65% in size
Target sequence (O75874 whole entry R132H, stated change not applied): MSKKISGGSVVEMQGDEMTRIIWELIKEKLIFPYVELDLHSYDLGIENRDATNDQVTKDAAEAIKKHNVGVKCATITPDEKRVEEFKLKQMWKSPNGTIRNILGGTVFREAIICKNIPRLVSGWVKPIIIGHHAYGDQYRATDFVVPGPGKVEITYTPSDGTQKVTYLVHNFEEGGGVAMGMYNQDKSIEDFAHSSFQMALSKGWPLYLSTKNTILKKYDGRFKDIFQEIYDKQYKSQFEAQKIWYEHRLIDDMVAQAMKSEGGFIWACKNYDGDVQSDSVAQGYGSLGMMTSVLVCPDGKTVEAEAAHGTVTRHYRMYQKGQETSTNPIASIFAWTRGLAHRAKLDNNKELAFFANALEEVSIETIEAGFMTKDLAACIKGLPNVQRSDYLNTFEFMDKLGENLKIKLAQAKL
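IDH1-R132H (0.5 ug/mL) preincubated 30 min with compound, then NADPH (0.016 mM) and alpha-KG (2 mM) added; 80 min at RT, pH 7.5. Remaining NADPH coupled via diaphorase/resazurin to fluorescence (540/590 nm); concentration-response curves normalized to no-enzyme control.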
D2 antagonist: antagonizes the human D2 dopamine receptor | 2% of 340,000 active | AID 485344 | inhibition, % at 10 µM | HEK293 TREx D2 cells, calcium flux, dopamine EC80 | P14416; in the data active = inhibition above about 30%; also: 0% is about no effect
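Read-out: kinetic calcium fluorescence (1 cycle/s) in inducible HEK293 T-REx D2 cells after an EC80 dopamine addition that followed 180 s compound preincubation. Loss of the dopamine response indicates antagonism.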
TRHR enhancer: allosterically enhances the human TRH receptor; P34981; TRHR cells, fluo-8 calcium fluorescence, EC20 TRH enhancement; enhancement, % at 2 µM; 0.66% of 360,000 active; AID 493056; in the data active = enhancement above about 30%; also: 0% is about no effect
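Enhancer read-out: after compound pinning and an initial kinetic agonist-mode read, an EC20 of TRH (10 nM final) was injected and fluo-8 calcium signal (Ex 480/Em 530) followed at 1 s/cycle for 100 cycles in TRHR-expressing cells.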
USP1-UAF1 inh: USP1/UAF1 (human) deubiquitinase inhibition | O94782 | recombinant USP1/UAF1, Ub-Rhodamine cleavage fluorescence | Potency, µM (doses to about 57.1 µM), without a hit: at the top dose activity change, negative = inhibition, usual class: inhibitors | 0.23% of 390,000 active; also: potency is read from the fitted curve at half-maximal effect; % is scaled to controls: 0 for no effect and ±100 for the full control effect; nearly all actives have a fitted effect of over 60% in size; inactives centre near -12
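In this screen, compounds sit with the deubiquitinase complex (1nM) for 15 min at room temperature before Ub-Rho is added at 150nM final. Fluorescence rise is then followed for 6 reads every 60 seconds.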
D2 ag: activates the human D2 dopamine receptor; P14416; 0.53% of 340,000 active; HEK293 T-REx D2 cells, calcium flux agonist mode; activation, % at 2 µM;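 active = activation over 3 SD above normal in the single-dose calcium agonist read, cut at about 30% in these data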; also: 0% is about no effect
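In this primary screen, compounds producing a positive calcium signal within 180 s of addition to tetracycline-induced, force-coupled HEK293 Trex D2 cells are flagged; cells are dye-loaded with a no-wash calcium kit beforehand.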
rTrxR1 inhibitor: rat TrxR1 inhibition; AID 588453; 1% of 390,000 active; recombinant rTrxR1, NADPH fluorescence consumption, selenite substrate; Potency, µM (series often up to 114 µM), inactives show at the highest dose activity change, negative = inhibition, most hits filed as inhibitors; O89049; also: potency is read from the fitted curve at half-maximal effect; % is scaled to controls: 0 for no effect and ±100 for the full control effect; nearly all actives have a fitted effect of over 65% in size
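Rat TrxR1 (90 nM in the dispensed reagent) was pre-reduced with 400 uM NADPH for 5 min at room temperature, then incubated with compound for 15 min. After 400 uM selenite was added, NADPH fluorescence (Ex 340/Em 450 nm) was followed for 8 min.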
An asterisk follows results filed as active; u = inconclusive; x = not tested or not shown; & = joins results of further samples; [ ] = remark or other dose. Unless noted, calls follow the shape of the dose curve; as a rule, active = well fitted inhibition curve with a large enough effect; inconclusive = small, poorly fitted or top-dose-only effect; inactive = no such curve, though single readings can be large or run the other way. A portion of the library. The share of hits here may be higher or lower than overall.

The opening three entries, ahead of the listing:
SMILES	TrxR1 substrate	TRHR agonist	Pin1 inhibitor	mIDH1 inhibitor	D2 antagonist	TRHR enhancer	USP1-UAF1 inh	D2 ag	rTrxR1 inhibitor
CCCCn1c(=O)c2oc3ccccc3c2n(Cc2ccccc2C)c1=O	9.5%	0.2	-0.6%	-11.9%	x	22.8	-17.6%	0.7	20.8%
COc1ccc(-c2nc3c(c(SCC(=O)N4CCCCC4)n2)Cc2c(CO)cnc(C)c2O3)cc1	9.0%	-0.4	u	10.6%	x	14.1	-13.4%	0.2	-8.2%
Cc1ccc(N(C(C)C(=O)N2CCC(C)CC2)S(C)(=O)=O)cc1C (stereo not drawn)	4.3%	-0.1	-5.6%	8.1%	-20.7	-1.0	-3.6%	0.1	12.6%

Main list, previewed entries included:
SMILES	TrxR1 substrate	TRHR agonist	Pin1 inhibitor	mIDH1 inhibitor	D2 antagonist	TRHR enhancer	USP1-UAF1 inh	D2 ag	rTrxR1 inhibitor
CCCCn1c(=O)c2oc3ccccc3c2n(Cc2ccccc2C)c1=O	9.5%	0.2	-0.6%	-11.9%	x	22.8	-17.6%	0.7	20.8%
COc1ccc(-c2nc3c(c(SCC(=O)N4CCCCC4)n2)Cc2c(CO)cnc(C)c2O3)cc1	9.0%	-0.4	u	10.6%	x	14.1	-13.4%	0.2	-8.2%
Cc1ccc(N(C(C)C(=O)N2CCC(C)CC2)S(C)(=O)=O)cc1C (stereo not drawn)	4.3%	-0.1	-5.6%	8.1%	-20.7	-1.0	-3.6%	0.1	12.6%
COc1ccc(-c2nc(SC(C)C(=O)c3c(N)n(C)c(=O)n(C)c3=O)n[nH]2)cc1 (stereo not drawn)	-0.9%	-0.4	-1.9%	-2.0%	23.9	1.2	-11.5%	0.7	2.8%
CCOc1cc(NC(=S)Nc2cccc(OC)c2)c(OCC)cc1NC(=O)C(C)C	4.2%[57.1 µM]	0.1	-4.3%	0.8%	9.3	0.2	-11.3%	1.4	0.0%
O=C(C1=C[C@@H]2[C@H]3C(=O)N(c4cccc(Cl)c4)C(=O)[C@H]3[C@@H](C(=O)c3ccc(Cl)cc3)N2C=C1)c1ccccc1	0.3%	0.5	u	0.2%	2.6	-1.4	-17.4%	2.0	50.1µM*
Cc1ccc(S(=O)(=O)NCC(=O)N(CC(=O)NCC2CCCO2)c2ccc(Cl)cc2)cc1 (stereo not drawn)	2.1%	-0.3	-7.5%	9.3%	-0.7	1.0	-21.7%	-0.6	18.2%
Cc1nc2c(n1O)CCC/C2=N\O	-8.1%	0.1	2.0%	-4.5%	-43.9	1.5	-5.2%	0.8	-10.3%
Cc1ccc(-n2nnnc2CNC(=O)c2ccccc2C)cc1C	-3.1%[57.1 µM]	-0.4	0.6%	1.0%	x	-2.6	-23.0%	-0.1	3.0%[57.1 µM]
CC1CCN(S(=O)(=O)c2ccc3c(c2)N(CC(=O)NC(C)c2ccccc2)C(=O)CS3)CC1 (stereo not drawn)	-2.9%	0.0	45.6%[activator]	0.0%	x	-8.4	-17.6%	x	7.2%
COc1ccc(-c2cc3nc(-c4ccccc4)cc(N4CCC(O)CC4)n3n2)cc1	94.8%[activator][57.1 µM]	0.0	12.8%	9.5%	-34.0	-5.4	-26.6%	-0.1	87.9%[activator][57.1 µM]
Cc1cnc(C(=O)OC(C)C(=O)Nc2ccc(Cl)cn2)cn1 (stereo not drawn)	0.2%	-0.1	-4.6%	-1.2%	-8.1	-15.2	-13.0%	-0.4	11.9%
COc1ccc(CCNC(=O)CS(=O)(=O)c2cn(CC(=O)N3CCCC3)c3ccccc23)cc1OC	3.4%	0.8	-1.2%	-1.5%	x	-2.9	-11.3%	x	4.5%
Cc1ccc(NC(=O)Cn2c(O)c(N=NC(=O)c3cc([N+](=O)[O-])ccc3O)c3ccccc32)cc1	x	0.3	x	x	-6.9	1.8	x	0.4	x
COc1ccc(Cc2nnc(NC(=O)c3ccc(OC)cc3OC)s2)cc1	5.4%	-0.3	1.3%	3.1%	2.1	-1.1	-17.6%	0.8	13.1%
O=C(NCCCc1ccccc1)c1cccc(NC(=O)C2CCC2)c1	1.3%	x	-3.7%	-5.0%[38.3 µM]	x	x	-10.7%	x	4.3%
CC(C)N(Cc1ccccc1)CC(O)COc1ccc(S(=O)(=O)N2CCOCC2)cc1Cl (stereo not drawn)	7.3%[57.1 µM]	-1.1	2.0%	5.7%	0.0	-9.4	-18.4%	2.9	13.7%[57.1 µM]
COc1cc(NC(=O)OCc2ccccc2)c2ncccc2c1	-11.6%	x	14.2%	-8.8%	x	x	-5.4%	x	-20.9%
CCOC(=O)C1=C(C)NC(=O)NC1c1ccc(Cl)cc1Cl (stereo not drawn)	4.8%	0.3	-12.5%	-1.3%	20.5	6.1	-1.7%	-1.1	13.1%
CCN1CCN(CC(O)COC(c2ccccc2)c2ccccc2)CC1 (stereo not drawn)	2.9%	-0.8	4.3%	0.2%	9.6	-7.6	-16.5%	1.5	12.6%
C[C@H](OC(=O)c1[nH]cnc1C(=O)N1CCN(C(=O)OC(C)(C)C)CC1)c1ccccc1	1.1%	x	-7.0%	-6.8%	x	x	-17.2%	x	21.4%
NC(=O)C1CCCN(C(=O)CCc2nnc(C3(c4ccc(Cl)cc4)CCC3)o2)C1 (stereo not drawn)	-5.9%	-0.4	-1.1%	-0.7%	23.4	-2.8	-14.5%	-0.9	-11.7%
Cc1ccc(C)c(CSc2nnc(C)c(=O)[nH]2)c1	7.8%[57.1 µM]	-0.3	-3.4%	-3.3%	0.0	-1.5	-18.5%	1.2	9.4%[57.1 µM]
CS(=O)(=O)N(CC(=O)Nc1ccc(CC#N)cc1)c1ccc(C23CC4CC(CC(C4)C2)C3)cc1	-11.8%	1.2	0.0%	0.0%	-5.6	-5.1	-22.1%	0.4	12.0%[57.1 µM]
COc1ccc(CNc2nc3nc(C)c(Cl)c(=O)n3[nH]2)cc1	3.2%	0.4	0.5%	18.3%	2.4	4.9	-13.8%	0.0	19.3%

More structures.
SMILES	TrxR1 substrate	TRHR agonist	Pin1 inhibitor	mIDH1 inhibitor	D2 antagonist	TRHR enhancer	USP1-UAF1 inh	D2 ag	rTrxR1 inhibitor
COc1ccccc1C1SCCN1C(=O)c1ccc([N+](=O)[O-])cc1 (stereo not drawn)	-3.2%	-0.1	-0.5%	9.9%	-8.7	0.5	-18.0%	-0.2	2.8%
Cc1ccc2oc(-c3ccccc3C(=O)O)cc(=O)c2c1	6.7%[57.1 µM]	0.1	6.5%	4.0%	-3.0	-4.0	-2.8%	-0.8	-13.3%
Cc1ccc(/C=c2\sc3nc(-c4cccs4)nn3c2=O)o1	-1.7%	0.7	11.0%	0.5%	4.4	1.2	-23.4%	2.0	u
Fc1cccc(/C=N/N=C/c2cccc(F)c2)c1	2.9%&5.0%[57.1 µM]	-0.4	-6.7%	16.1%	1.7	-4.4	-15.3%	0.4	2.4%[57.1 µM]
CCc1nnc(NC(=O)c2cc(-c3ccccn3)nc3ccccc23)s1	-10.7%	0.3	2.1%	-8.2%	18.9	2.7	2.4%	0.9	-17.9%
O=C(NCc1ccncc1)NC12CC3CC(CC(C3)C1)C2	-4.6%	0.4	1.0%	0.0%	11.0	7.8	-25.1%	-0.3	11.7%
COc1ccc(S(=O)(=O)N2CCCCC2)cc1NC(=O)CSc1ncnc2ccccc12	-6.4%	0.6	52.7%[activator]	0.0%	0.0	-3.7	-22.5%	-0.1	-0.4%
CCc1noc(C)c1C(=O)OCC(=O)c1ccc(OC)c(OC)c1	-3.1%	1.2	2.6%	6.0%	-6.4	2.1	-13.3%	-0.7	0.6%
O=C(CSc1ncnc2c1oc1ccccc12)NCc1ccco1	6.8%	-1.1	3.4%	2.4%	12.3	-2.2	-20.8%	-0.2	u
CCCCN(C(=O)CSCC(=O)Nc1cccc(C)c1)c1c(N)n(CCCC)c(=O)[nH]c1=O	3.1%	-0.1	-10.6%	-1.3%	-27.8	13.2	0.5%	0.0	7.0%
COc1cc(OC)c2cc(C(=O)N[C@H](C(=O)N3CCC[C@H]3C(=O)O)C(C)C)n(C)c2c1	28.8%	0.3	0.4%	-9.2%	-15.0	-0.8	u	0.7	10.4%
CCN(CC)c1ccc(NC(=O)c2ccc(NC(=O)C3CCCO3)cc2)c(C)c1 (stereo not drawn)	3.6%	-0.3	4.6%	-11.7%	-1.8	1.5	-13.5%	0.2	0.1%
Cc1cc(NC(=O)CSc2ccc3nnc(-c4cccs4)n3n2)no1	6.8%	0.0	2.4%	3.4%	-1.9	-3.8	-19.0%	0.7	29.2%
COC(=O)c1c(NC(=O)CSc2nc3ccccc3c(=O)n2Cc2ccco2)sc(C)c1C	1.7%[57.1 µM]	-0.6	-0.2%	2.9%	-4.0	-0.2	-3.2%	-0.9	-8.0%[57.1 µM]
CCCC(=O)C1=C(O)C(C(=O)OC)C(C)(C)CC1=NCc1ccccc1 (stereo not drawn)	-3.7%[57.1 µM]	0.0	1.8%	0.5%	-18.3	-1.7	-6.9%	-0.2	7.4%[57.1 µM]
Cn1c(=O)c2c(nc(-n3ccnc3)n2C)n(C)c1=O	1.0%	0.7	4.0%	7.8%	14.9	0.0	-2.7%	0.5	2.5%
Cc1cc(Cl)c(S(=O)(=O)N2CCCC2)cc1OCC(=O)NC1CCCCC1	-1.5%	-0.4	-4.6%	-1.2%	-8.4	-6.7	-8.3%	0.7	-9.7%
CN(C(=O)CN1C(=O)c2cccc(N)c2C1=O)C1CCCCC1	9.1%	2.7	u	-1.5%	13.0	-4.9	-25.5%	1.3	-2.8%
CC1CC(=O)N(CC(=O)NC2CCCCC2)c2ccccc2S1 (stereo not drawn)	-0.4%	-0.1	-8.5%	-2.6%	-8.9	-3.1	-19.2%	1.2	3.9%
O=C(NCc1cccnc1)c1cc(S(=O)(=O)N2CCOCC2)c(Cl)cc1Cl	-3.4%[57.1 µM]	-0.7	-6.9%	-0.9%	x	2.3	-12.6%	x	0.7%[57.1 µM]
